FLuc counter = firefly luciferase modulation, counter-screen for miR-21 project; P08659; purified FLuc, Km substrates, luminescence inhibition; Potency, µM (titrated, usually from 57.5 µM), for inactives: at the highest dose activity change, negative = inhibition, actives largely listed as inhibitors; 360,000 compounds, 6.9% hits; AID 588342;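 further: plate controls were vehicle for no effect and reference inhibitor for full effect; nearly all actives have a fitted effect of over 55% in size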
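Purified P. pyralis luciferase, 10 nM final, with Km-level 10 uM D-luciferin and 10 uM ATP in 50 mM Tris acetate pH 7.5, 10 mM Mg acetate, 0.01% Tween-20, 0.05% BSA; 6-point qHTS titration about 60 µM downward; luminescence read.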
VP16 counter = Gal4-VP16 reporter inhibition counter-screen | Drosophila S2 Gal4-VP16 UAS-luciferase, luminescence, 20 h | Potency, µM (top dose mostly 53.6 µM), for the others: at the highest dose activity, negative = inhibition, most hits filed as inhibitors | 310,000 compounds, 3.5% hits | AID 2546;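 further: Gal4-VP16 expression switched on by copper sulfate through the metallothionein promoter; on the % scale 0 is the no-effect control and ±100 the full control effect; nearly all actives have a fitted effect of over 50% in size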
p53 reactivation = re-activators of mutant p53; H1299 p53-A138V BP100-luciferase reporter, luminescence, 24 h; Potency, µM (top dose mostly 92.2 µM), for the others: at the top dose activity change, positive = activation, hits mostly activators; 320,000 compounds, 0.063% hits; further: % of control where 0% means no effect; nearly all actives have a fitted effect of over 45% in size
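p53-null H1299 cells stably carrying temperature-sensitive p53-A138V and a BP100-luciferase reporter were pinned with compounds (4-point, 1:5 series) and held 24 hrs at 37 deg C. Luminescence was read 10 min after detection reagent.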
MBNL1-CUG inh = inhibitors of human MBNL1 binding to CUG repeat RNA; Potency, µM (titrated, usually from 57.5 µM), for the others: at the top dose activity change, negative = inhibition, most hits filed as inhibitors; AID 2675; TR-FRET MBNL1-His/biotin-(CUG)12 binding, 665/545 ratio; 280,000 compounds, 0.036% hits; active means well fitted inhibition curve with a large enough effect in the signal ratio, with a control signal flat, not every such curve was filed as active; inconclusive means small, poorly fitted or top-dose-only effect, or effect the other way, or a change in a side signal; inactive means no such curve, though single readings can be large or run the other way; the % refers to the signal ratio; further: on the % scale 0 is the no-effect control and ±100 the full control effect
Target sequence (Q9NR56 whole entry, looked up): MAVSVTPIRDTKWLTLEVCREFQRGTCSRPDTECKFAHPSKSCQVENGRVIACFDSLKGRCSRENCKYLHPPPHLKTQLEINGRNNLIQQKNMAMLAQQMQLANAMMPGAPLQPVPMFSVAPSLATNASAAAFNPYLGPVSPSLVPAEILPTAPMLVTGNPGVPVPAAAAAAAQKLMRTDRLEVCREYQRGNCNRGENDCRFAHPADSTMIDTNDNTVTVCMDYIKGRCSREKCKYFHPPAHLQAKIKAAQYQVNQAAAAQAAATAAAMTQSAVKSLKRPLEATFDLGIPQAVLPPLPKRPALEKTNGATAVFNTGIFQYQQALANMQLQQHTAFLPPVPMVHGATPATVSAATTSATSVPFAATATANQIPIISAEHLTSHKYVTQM
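His-tagged MBNL1 binding to biotinylated (CUG)12 RNA was measured by TR-FRET using terbium anti-His antibody (0.055 ng/ul final) and streptavidin-XL665 (5 nM final). Compounds were titrated 92 nM to 58 uM; 60 min at room temperature.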
BRCA1 expr up = BRCA1 expression activation | Potency, µM (titrated, usually from 46.1 µM), inactives show top-dose activation, hits mostly activators | 380,000 compounds, 1.1% hits | MCF7-BRCA1-FFLuc reporter, luminescence, 48 h; response scale: scaled: vehicle 0%, 10 µM genistein 100%; further: nearly all actives have a fitted effect of over 80% in size; some results filed as inactive show a strong effect at the top dose
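48 h compound treatment of MCF7-BRCA1-FFLuc cells (phenol-red free MEM, 37 °C), then 15 min with luciferase substrate and luminescence imaging.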
ELG1 genotoxic = genotoxicity induction in ELG1-luciferase HEK293T cells. Potency, µM (doses to about 46 µM), for inactives: at the top dose activity change, positive = activation, hits mostly activators. HEK293T ELG1-luciferase reporter, luminescence, 16 h. AID 504466. 330,000 compounds, 1.3% hits; further: % of control where 0% means no effect; nearly all actives have a fitted effect of over 60% in size
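Genotoxic stress is detected as increased luminescence from luciferase-tagged ELG1 in HEK293T cells, measured with ONE-Glo after a 16 hr treatment at 37 °C.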
RORgamma inh = blocks mouse ROR gamma transcriptional activity; P51450; Drosophila S2 Gal4-RORgamma UAS-luciferase reporter, 20 h; Potency, µM (titrated, usually from 53.6 µM), inactives show at the top dose activity change, negative = inhibition, usual class: inhibitors; 310,000 compounds, 5.4% hits; further: on the % scale 0 is the no-effect control and ±100 the full control effect; nearly all actives have a fitted effect of over 60% in size
Target sequence (P51450 whole entry, looked up, the tested form may be a part): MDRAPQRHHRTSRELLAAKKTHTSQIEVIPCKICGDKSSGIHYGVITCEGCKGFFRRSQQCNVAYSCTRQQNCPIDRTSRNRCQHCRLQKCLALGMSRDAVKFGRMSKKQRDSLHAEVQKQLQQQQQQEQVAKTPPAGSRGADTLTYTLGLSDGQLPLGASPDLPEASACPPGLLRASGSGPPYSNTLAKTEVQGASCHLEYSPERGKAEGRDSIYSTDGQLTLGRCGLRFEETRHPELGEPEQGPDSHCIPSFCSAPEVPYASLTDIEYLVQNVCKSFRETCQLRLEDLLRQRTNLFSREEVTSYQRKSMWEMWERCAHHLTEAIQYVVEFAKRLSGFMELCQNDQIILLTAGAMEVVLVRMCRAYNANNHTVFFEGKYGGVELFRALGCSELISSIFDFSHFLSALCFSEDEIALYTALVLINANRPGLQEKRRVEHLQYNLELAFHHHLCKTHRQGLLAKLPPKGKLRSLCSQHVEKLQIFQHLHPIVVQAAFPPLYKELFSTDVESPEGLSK
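Drosophila Schneider cells stably carrying a metallothionein-driven Gal4 DBD–ROR gamma fusion and a UAS-Photinus luciferase reporter were exposed to compound for 1 hr, then induced with copper sulfate (700 uM final) for 20 hr at ambient temperature before luminescence reading.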
Rab9 prom act = Rab9 promoter activation; Huh7 Rab9 promoter-luciferase reporter, luminescence, 24 h; Potency, µM (top dose mostly 9.22 µM), without a hit: top-dose activation, negative = inhibition, most hits filed as activators; 320,000 compounds, 2.8% hits; further: % of control where 0% means no effect; nearly all actives have a fitted effect of over 60% in size
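Promoter activation is measured as luciferase luminescence in Huh7 cells stably transfected with a Rab9 promoter–luciferase construct, following 24 h compound exposure at 37 °C and 10 min reagent incubation at ambient temperature.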
NPC1 promoter act = activates the NPC1 promoter; Huh7 NPC1 promoter luciferase reporter, 24 h; Potency, µM (highest dose often 9.22 µM), for inactives: top-dose activation, actives largely listed as activators; 320,000 compounds, 2.4% hits; AID 485313;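 further: % of control where 0% means no effect; nearly all actives have a fitted effect of over 60% in size; reporter is driven by a mutant NPC1 promoter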
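NPC1 promoter–luciferase Huh7 cells; 24 h compound; luminescence.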
uPA surface inh = inhibitors of cell surface uPA generation | cell surface uPA generation assay, qHTS | AID 540303 | Potency, µM (doses to about 38.3 µM), for inactives: top-dose activity change, negative = inhibition, actives largely listed as inhibitors | 330,000 compounds, 0.31% hits; active means well fitted inhibition curve with a large enough effect; inconclusive means small, poorly fitted or top-dose-only effect; inactive means no such curve, though single readings can be large or run the other way; tested in mouse RAW 264.7 cells; further: on the % scale 0 is the no-effect control and ±100 the full control effect; nearly all actives have a fitted effect of over 55% in size
* hit, by the source's call; ? = inconclusive; · = no result given; [ ] = remark or other dose. Unless noted, the call rests on the fitted dose curve; in most records, active means well fitted curve in the direction sought with a large enough effect; inconclusive means small, poorly fitted or top-dose-only effect, or another doubt; inactive means no such curve, though single readings can be large; an effect the other way counts as inactive or inconclusive. Potency means the concentration at half of the fitted maximal effect.

SMILES	FLuc counter	VP16 counter	p53 reactivation	MBNL1-CUG inh	BRCA1 expr up	ELG1 genotoxic	RORgamma inh	Rab9 prom act	NPC1 promoter act	uPA surface inh
Cc1ccccc1NC(=O)c1sc2nc3c(c(-c4ccco4)c2c1N)CCCC3	2%	2%	-3%	5%	5%[1.84 µM]	-4%	9%	-1%	-4%	11%
Cc1csc(Nc2nc(N)c(C(=O)Nc3ccccc3)o2)n1	?	3%	0%	-10%	7.9µM*	?	30%	?	?	25%
O=[N+]([O-])c1ccc(O)c(/C=N/Nc2nc3ccccc3[nH]2)c1	?	5.6µM*	25µM*	60%[activator]	-79%	18µM*	6.3µM*	-38%[inhibitor]	-35%[inhibitor]	-13%
Cc1ccc2nc(SCC(=O)NCc3ccccc3Cl)nc(=O)n2c1	1%	·	0%	·	-17%	-7%	·	2%	-1%	6%
COC(=O)CC(=O)CSc1nc(C)cc(C)c1C#N	1%[2.3 µM]	4%	-1%	13%	2%	2%	-1%	1%	-1%	0%
CC(=NCc1ccco1)c1c(O)n(C2CCCCC2)c(=O)[nH]c1=O	-4%	-4%	1%	-6%	-2%	4%	32%	2%	0%	-6%
COc1ccc(C)cc1N1CC(C(=O)Nc2ccccc2C(=O)NC2CC2)CC1=O (stereo unspecified)	·	·	-3%	·	11%	1%	·	19%	-2%	2%
Cc1nc2ccccc2c(=O)n1NC(=O)/C=C/c1ccccc1Cl	-3%	-5%	-3%	·	-7%	-3%	-2%	-4%	1%	-1%
O=C(NCCCN1CCOCC1)C(=O)N/N=C/c1ccccc1	2%	-6%	-4%	·	1%	3%	-6%[10 µM]	18%	-1%	28%
CC(=O)c1ccc(OCCCC(=O)Nc2ccc(C)c(S(=O)(=O)N3CCCCC3)c2)cc1	3%	·	-7%	·	-49%	-4%	·	-26%	-15%	-5%
Cc1ccccc1NC(=O)c1cccc(S(=O)(=O)Oc2ccc([N+](=O)[O-])cc2)c1	-1%	-6%	6%	?	11%	0%	?	2%	4%	-6%
CCOC(=O)c1c(NC(=O)COc2ccccc2F)sc2c1CC(C)(C)NC2(C)C	-2%	·	-4%	·	-5%	-60%[inhibitor]	·	0%	-2%	4%
O=C(CC(c1ccco1)S(=O)(=O)c1ccccc1)c1ccccc1 (stereo unspecified)	21µM*	-9%	?	-3%	28%	3%	0%	3%	1%	·
FC(F)(F)c1ccc(-n2cnc3ccccc32)nc1	?	-10%	2%	-3%	47%	3%	41%	18%	15%	-1%
CC(NC(=O)c1ccco1)c1nc(-c2ccccc2Cl)no1 (stereo unspecified)	-3%	-15%	-8%	-4%	-15%	-8%	-2%	6%	1%	-2%
O=C(Nc1ccc(Cl)cc1)C1CCCC1	-5%	4%	·	1%	12%	-4%	34%	13%	-5%	?
Cc1onc(C(=O)NN)c1-c1csc(COc2ccc(Cl)cc2)n1	?	-3%	1%	·	-44%	-9%	-36%	-3%	-2%	1%
Cc1nn(Cc2ccc([N+](=O)[O-])cc2)c(=O)n1-c1ccccc1Cl	1%	-6%	2%	16%	2%	-2%	26%	-8%	-4%	2%
Cc1ccc2c(c1)c(C)c(C)n2CC(O)CN1CCOCC1 (stereo unspecified)	0%	-5%	2%	20%	6%	-2%	-13%	1%	-1%	4%
CCOC(=O)CN(C(=O)CSc1nnc(CNc2ccc(F)cc2)n1CC)c1ccc(F)cc1	?	-11%	-7%	-7%	0%	-4%	3%	-12%	-3%	0%
COC(=O)c1c(C)nc(C)c(C(=O)OC)c1-c1ccc(OC)cc1	2%	-4%	-3%	0%	-5%	-2%	-1%	1%	-1%	-9%
O=C(COC(=O)c1ccccc1Cl)Nc1nccs1	6%	-2%[0.365 µM]	?	-4%	19%	-3%	4%	12%	10%	5%
CC1CCCCN1C(=O)CCC(=O)Nc1nnc(C(F)(F)F)s1 (stereo unspecified)	2%	2%	4%	-4%	-10%	0%	-1%	-1%	-6%	-14%
Cc1nc(C)c(C(=O)Nc2ccc(C)c(F)c2)o1	?	9%	5%	-4%	39%	6%	83%	1%	10%	·
C=CCn1c(COc2ccccc2F)nnc1SCC(=O)Nc1cc(C)on1	-2%	4%	3%	-2%	1%	1%	0%	-2%	-12%	-3%

Additional results.
SMILES	FLuc counter	VP16 counter	p53 reactivation	MBNL1-CUG inh	BRCA1 expr up	ELG1 genotoxic	RORgamma inh	Rab9 prom act	NPC1 promoter act	uPA surface inh
COc1ccccc1C(=O)NCCCNC(=O)c1cnccn1	0%	-1%	-1%	3%	-7%	3%	-7%	2%	4%	3%
CCOC(=O)C1=C(c2ccccc2)OC(N)=C(C#N)C1c1ccco1 (stereo unspecified)	1%	-3%	4%	12%	13%	1%	22%	-6%	10%	·
CCOC(=O)C(=O)NC12CC3CC(CC(C3)C1)C2	?	2%	-2%	-11%[11.5 µM]	-3%	2%	8%	-1%	-1%	-8%
COc1ccc(C2(C(=O)NCc3ccco3)CCCC2)cc1OC	2%	-3%	-2%	1%	-13%	0%	13%	-5%	0%	3%
CCN1CCCC(NC(=O)c2scc3c2CCCC3)C1 (stereo unspecified)	8%	-1%	1%	-4%	-1%	8%	?	-7%	-4%	-5%
COC(=O)c1ccc(NC(=S)N2CCN(Cc3ccccc3Cl)CC2)cc1	2%	-20%	-3%	0%	-5%	-7%	?	-13%	-2%	-15%
OCC[C@@H]1C[C@@H](O)[C@H](O)[C@]2(CCCCO2)O1	7%	-1%	1%	12%	29%	1%	-36%	4%	-3%	7%
CCCCN1C(=O)C(=O)N(CC(=O)c2ccc[nH]2)C1=O	-2%	·	4%	·	23%	-3%	·	-2%	15%	2%
COc1cccc(CN(C(=O)COc2ccc(Cl)cc2)C2CCS(=O)(=O)C2)c1 (stereo unspecified)	4%	5%	-2%	0%	-10%	0%	24%	-4%	-2%	-4%
OC(c1ccc(OCc2ccccc2)cc1)c1nnc(-c2ccccc2)o1 (stereo unspecified)	?	?	11%	-1%	-13%	-7%	-25%	-11%	0%	1%
OC1(c2ccc(Cl)c(Cl)c2)C[n+]2ccccc2N1Cc1ccccc1 (stereo unspecified)	0%	-8%	-3%	-1%	-76%	-4%	0%	-12%	-7%	1%
COc1ccccc1NC(=O)N(Cc1ccco1)Cc1cc2ccc(C)c(C)c2[nH]c1=O	?	-3%	-3%	5%	-72%	-24%	2%	-7%	-21%	-15%
O=C(COC(=O)C1COc2ccccc2O1)Nc1cccc(S(=O)(=O)N2CCCCC2)c1 (stereo unspecified)	-2%	-6%	1%	-2%	-6%	10%	3%	1%	-6%	0%
CCOC(=O)c1cnc2ccc(F)cc2c1Nc1ccc2c(c1)OCCO2	-2%	?	29%	-3%	-68%	-3%	?	-5%	-3%	0%
COc1cc(S(=O)(=O)NCCN2CCOCC2)c(OC)cc1Cl	-1%	-8%	14%	3%	-26%	0%	?	3%	0%	-4%
COCCn1c(SCC(=O)NCCc2ccccc2)nnc1-c1ccco1	-4%	-1%	0%	-9%	1%	1%	-2%	0%	5%	·
Cc1cc(C(=O)NCC(=O)OC(C)C(=O)N2CCOCC2)ccc1[N+](=O)[O-] (stereo unspecified)	1%	·	-8%	·	9%	-2%	·	0%	0%	?
Cc1cccn2c(=O)c(/C=N/O)c(NCc3ccccc3)nc12	2%	-7%	5%	1%	-35%	24%	-51%	-7%	0%	2%
O=C(c1ccc(NC(=S)Nc2ccc(Cl)c(Cl)c2)cc1)N1CCCC1	-1%	-26%	-2%	-1%	-44%	-6%	-8%	-1%	-1%	-2%
COc1ccc(NC(=S)N(Cc2cccnc2)Cc2cc3cc(OC)c(OC)cc3[nH]c2=O)cc1	7%	1%	1%	-1%	-18%	-2%	14%	-14%	-2%	-2%
CN(C(=O)CCN1C(=O)c2ccccc2C1=O)c1ccccc1	1%	·	·	11%	-19%	3%	·	3%	-2%	21%
O=C(NCCN=C1NS(=O)(=O)c2ccccc21)c1ccco1	5%	4%	-1%	4%	9%	6%	-1%	19%	2%	11%
CCn1cc(/C=N\NC(=O)c2ccccc2Cl)cn1	4%	6%	0%	12%[11.5 µM]	16%	3%	-27%	-2%	-5%	0%
COc1cc(C(=O)OCc2cc3ccccc3[nH]c2=O)cc(OC)c1OC	2%	10%	-10%	0%	-43%	7%	?	-5%	-22%	1%
CC(=O)Nc1cccc(OCC(=O)NS(=O)(=O)c2ccc(C)cc2)c1	-5%	-8%	-8%	6%	-6%	0%	-16%	-2%	-1%	·
COc1ccc(C(CNC(=O)C(C)(C)Oc2ccc(Cl)cc2)N2CCCCC2)cc1 (stereo unspecified)	6%	7%	7%	0%	-18%	-6%	-27%	-1%	-2%	-2%
Cc1ccc(Cn2c(=O)n(Cc3ccco3)c(=O)c3ccccc32)cc1	3%	1%	-10%	?	-5%	-3%	-26%	-3%	-3%	-9%
CSc1nc(-c2ccco2)nn1C(=O)c1ccc(C)cc1	-15%	-14%	0%	-6%	1%	6%	6%	-21%	-8%	-9%
CCc1ccc(/C=C2\Oc3c(ccc(O)c3CN3CCN(C)CC3)C2=O)cc1	12µM*	-1%	1%	?	1%	8%	?	0%	?	3%
Cc1cc(NC(=O)c2cc(-c3cccc(Cl)c3)on2)no1	-2%	-13%	17%	-5%	3%	6%	-7%	0%	0%	·

Screens from PubChem.
